Screening data deposited in PubChem BioAssay by several laboratories.
UGM FP inh: M. tuberculosis UGM enzyme inhibitors, primary screen, biochemical, fluorescence polarization, single point; UDP-galactopyranose mutase (Mycobacterium tuberculosis (strain ATCC 25618 / H37Rv)), …; purified UGM, fluorescence polarization probe displacement; inhibition, % at 10 µM; 0.06% of 320,000 active; AID 504406, 2011; in the data active means inhibition above about 10%, passing the limit was not always enough; inconclusive means no clear call, values can overlap the other calls
FadD28 FP inh: inhibitors of FadD28 bisubstrate probe binding, primary screen, biochemical, fluorescence polarization, single point; 0.22% of 360,000 active; inhibition, % at 12.5 µM; Mycobacterium tuberculosis FadD28 fatty-acid-AMP ligase; in the data active means inhibition above about 8.5%, passing the limit was not always enough; inconclusive means no clear call, values can overlap the other calls
FBA Mtb inh: Mtb FBA enzyme inhibitors, primary screen, biochemical, fluorescence, strain H37Rv; Fructose-bisphosphate aldolase (Mycobacterium tuberculosis (strain ATCC 25618 / H37Rv)), …; purified M. tuberculosis FBA, fluorescence read-out; inhibition, % at 1 µM; 2.3% of 360,000 active; AID 588726, 2011; in the data active means inhibition above about 27%;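 further: 0% = vehicle and 100% = reference inhibitor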
BoNT-A LC inh2: BoNT/A light chain protease inhibitors, primary screen, biochemical, flow cytometry, MLPCN library; Botulinum neurotoxin type A light chain protease (Clostridium botulinum A str. ATCC 3502); multiplex microsphere protease substrate cleavage; inhibition, % at 10 µM; 0.17% of 360,000 active; AID 588499, 2011; further: plate controls were buffer without enzyme for full effect and enzyme alone for no effect
GDH-TPI inh: GDH-TPI coupling enzyme inhibitors, primary screen, artefact control for M. tuberculosis FBA inhibitor project, biochemical, absorbance, full deck; GDH-TPI coupled enzyme counterscreen, NADH absorbance; inhibition, % at 4.8 µM; 1.2% of 360,000 active; in the data active means inhibition above about 30%;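 further: 0% = DMSO wells and 100% = wells lacking the enzyme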
BioA inh: M. tuberculosis BioA enzyme inhibitors, primary screen, biochemical, plate reader, single point, HTS. 7,8-diaminopelargonic acid synthase BioA (Mycobacterium tuberculosis). purified M. tuberculosis BioA enzyme. inhibition, % at 9.99 µM. 0.096% of 360,000 active. AID 602481, 2012; in the data active means inhibition above about 40%; inconclusive means no clear call, values can overlap the other calls
PfHsp40 yeast: rescue of yeast from PfHsp40 toxicity, primary screen, S. cerevisiae, ATP luminescence; growth rescue, % at 12.5 µM; 0.68% of 340,000 active; S. cerevisiae expressing PfHsp40, growth rescue; AID 504582, 2011; in the data active means growth rescue above about 28%, passing the limit was not always enough; inconclusive means no clear call, values can overlap the other calls;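 further: yeast W303a lacking pdr1 and pdr3 grown in galactose medium; growth measured after three days at 30 °C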
Anthrax LF inh2: Bacillus anthracis LF protease inhibitors, primary screen, biochemical, multiplex microsphere, MLPCN library; Lethal factor (Bacillus anthracis), P15917; multiplex microsphere protease cleavage assay; inhibition, % at 10 µM; 0.12% of 360,000 active; AID 588501, 2011; further: plate controls were buffer without enzyme for full effect and enzyme alone for no effect
Target sequence (P15917 whole entry, looked up): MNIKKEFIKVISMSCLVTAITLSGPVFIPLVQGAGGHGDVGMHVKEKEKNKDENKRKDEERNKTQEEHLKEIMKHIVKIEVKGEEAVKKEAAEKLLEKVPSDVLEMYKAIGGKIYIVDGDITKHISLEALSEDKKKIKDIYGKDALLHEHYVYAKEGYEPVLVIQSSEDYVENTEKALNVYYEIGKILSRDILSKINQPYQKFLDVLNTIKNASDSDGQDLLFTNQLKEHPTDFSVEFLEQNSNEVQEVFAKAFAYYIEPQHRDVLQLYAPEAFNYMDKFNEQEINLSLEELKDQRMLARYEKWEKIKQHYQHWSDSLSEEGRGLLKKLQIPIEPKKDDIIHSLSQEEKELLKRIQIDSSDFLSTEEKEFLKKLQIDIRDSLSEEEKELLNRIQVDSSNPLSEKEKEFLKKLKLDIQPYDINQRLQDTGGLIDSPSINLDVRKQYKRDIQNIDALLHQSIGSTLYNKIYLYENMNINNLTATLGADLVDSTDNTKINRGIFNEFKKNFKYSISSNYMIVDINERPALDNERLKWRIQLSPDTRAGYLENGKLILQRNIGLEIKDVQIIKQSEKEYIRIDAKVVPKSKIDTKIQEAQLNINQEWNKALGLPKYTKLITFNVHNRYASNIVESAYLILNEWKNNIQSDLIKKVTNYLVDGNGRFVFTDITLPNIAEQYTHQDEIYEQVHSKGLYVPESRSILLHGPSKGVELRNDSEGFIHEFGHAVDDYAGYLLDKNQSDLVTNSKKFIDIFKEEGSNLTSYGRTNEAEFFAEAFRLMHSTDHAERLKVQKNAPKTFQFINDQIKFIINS
BoNT F protease: BoNT/F light chain protease inhibitors, primary screen, biochemical, flow cytometry, MLPCN library; Botulinum neurotoxin type F light chain protease (Clostridium botulinum); Multiplex microsphere protease cleavage assay; inhibition, % at 10 µM; 0.22% of 360,000 active; AID 588497, 2011; in the data active means inhibition above about 35%, passing the limit was not always enough; inconclusive means no clear call, values can overlap the other calls; further: plate controls were buffer without enzyme for full effect and enzyme alone for no effect
* marks the source's active call; other numbers are inactive results; ? = inconclusive; · = not tested or not shown; & = joins results of further samples. Unless noted, no stated cut-off is given here; in the data, active means inhibition above about 30%; inconclusive means no clear call, values can overlap the other calls; inactive means below that.

SMILES	UGM FP inh	FadD28 FP inh	FBA Mtb inh	BoNT-A LC inh2	GDH-TPI inh	BioA inh	PfHsp40 yeast	Anthrax LF inh2	BoNT F protease
COCCN(C(=O)c1ccc(OC2CCN(S(=O)(=O)N(C)C)CC2)cc1)C(C)C	1.2	-1.0	-1.9	0.1	0.8	-3.1	1.0	-20.3	-17.4
CC(C)=CCCC(C)CN1CCC(N2CCC(C(=O)N3CCOCC3)CC2)CC1 (configuration not stated)	1.1	-1.3	1.3	-0.4	0.7	·	-1.0	-2.2	-3.3
CCOC(=O)CC1(NC(=O)C2CCC(=O)N(CCc3ccc(OC)cc3)C2)CCCCC1 (configuration not stated)	-2.3	0.8	4.2	2.0	4.2	2.4	1.1	0.7	2.3
CS(=O)(=O)N1CCN(c2ccccc2NC(=S)NC(=O)c2ccccc2[N+](=O)[O-])CC1	1.4	-2.9	3.3	-1.0	-1.9	·	3.8	-8.4	-7.2
Cc1nc2c(-c3ccccc3)c(C)[nH]n2c(=O)c1Cc1ccccc1	-0.8	-3.6	23.7	-1.1	5.0	·	-1.7	-2.5	-2.2
COc1ccc(NC(=O)CN2CCN(c3ccc(F)cc3)CC2)cc1	0.5	0.5	2.5	2.6	12.1	0.1	1.9	10.7	12.6
Cc1oc(-c2ccccc2)nc1CC(=O)O	0.2	-1.1	2.4	0.5	-1.2	-0.7	0.1	-5.5	?
COc1ccccc1/C=N\Nc1ccccc1[N+](=O)[O-]	1.3	-2.0	-7.0	-3.2	0.0	1.5	0.0	11.1	?
Cc1ccc(S(=O)(=O)N2[C@@H](c3ccccc3)C(C(=O)O)=CC[C@H]2c2ccc(Cl)cc2)cc1	3.5	-2.4	3.0	0.4	3.5	2.0&1.3	10.8	-3.5	8.7
Cc1cccc(C)c1OCc1cc(C(=O)N2CCN(c3ccccn3)CC2)no1	4.4	-0.6	2.1	-1.1	19.2	-0.1	4.1	-3.2	-7.6

Laid out differently: 5 of the compounds above
Structure | UGM FP inh | FadD28 FP inh | FBA Mtb inh | BoNT-A LC inh2 | GDH-TPI inh | BioA inh | PfHsp40 yeast | Anthrax LF inh2 | BoNT F protease
CC(C)=CCCC(C)CN1CCC(N2CCC(C(=O)N3CCOCC3)CC2)CC1 (configuration not stated) | 1.1 | -1.3 | 1.3 | -0.4 | 0.7 | · | -1.0 | -2.2 | -3.3
Cc1nc2c(-c3ccccc3)c(C)[nH]n2c(=O)c1Cc1ccccc1 | -0.8 | -3.6 | 23.7 | -1.1 | 5.0 | · | -1.7 | -2.5 | -2.2
Cc1cccc(C)c1OCc1cc(C(=O)N2CCN(c3ccccn3)CC2)no1 | 4.4 | -0.6 | 2.1 | -1.1 | 19.2 | -0.1 | 4.1 | -3.2 | -7.6
CS(=O)(=O)N1CCN(c2ccccc2NC(=S)NC(=O)c2ccccc2[N+](=O)[O-])CC1 | 1.4 | -2.9 | 3.3 | -1.0 | -1.9 | · | 3.8 | -8.4 | -7.2
Cc1oc(-c2ccccc2)nc1CC(=O)O | 0.2 | -1.1 | 2.4 | 0.5 | -1.2 | -0.7 | 0.1 | -5.5 | ?

More records:
SMILES	UGM FP inh	FadD28 FP inh	FBA Mtb inh	BoNT-A LC inh2	GDH-TPI inh	BioA inh	PfHsp40 yeast	Anthrax LF inh2	BoNT F protease
N#Cc1c(Cl)cccc1N1CCC(C(N)=O)CC1	2.1	-3.8	11.1	0.3	8.1	1.5	·	0.1	-2.2
CCOC(=O)C1CCN(C(C(=O)NC2CCCC2)c2ccc(C)cc2)CC1 (configuration not stated)	2.4	-1.4	-2.2	-0.2	14.9	1.6	-0.2	-2.3	0.2
CCc1ccc(OCCCC(=O)Nc2ccc(N3CCOCC3)cc2)cc1	-1.1	-1.2	0.1	0.0	2.3	·	-1.3	0.4	-0.7
COc1ccc(N2C(=O)CCC(C(=O)O)C2c2ccccc2OC)cc1 (configuration not stated)	3.2	-4.9	2.8	-0.1	1.3	·	-1.2	6.4	-9.5
CCCS(=O)(=O)N1CCN(Cc2ccc(OCc3ccccc3)c(OC)c2)CC1	-0.1	-0.2	-3.5	-1.1	-5.3	-6.8	-1.2	-3.3	-1.9
CC(C)NC(=O)c1ccccc1NC(=O)Cc1ccc(Cl)cc1	2.2	-0.2	3.2	0.9	5.7	0.3	0.5	-3.9	6.1
CCCCN(C(=O)CC1CCCC1)c1c(N)n(CCC)c(=O)[nH]c1=O	-0.8	-0.9	3.0	-0.6	8.4	-1.0	-1.6	-5.3	-3.1
CCCC(C)NC(=O)c1nc(-c2ccccc2)n(-c2ccccc2)n1 (configuration not stated)	·	-2.9	-1.1	0.9	5.6	0.0	-0.1	-3.1	3.7
CCC(OC(=O)c1cccs1)C(=O)NCc1ccco1 (configuration not stated)	-0.6	-3.9	-0.2	0.2	-7.5	-2.0	-1.0	-0.3	5.3
COc1ccccc1NS(=O)(=O)c1cc(NC(=O)c2cccc(S(=O)(=O)N(C)C)c2)ccc1N1CCOCC1	·	1.7	5.3	2.1	5.8	·	-1.3	-3.0	6.7
O=C(C1CCN(S(=O)(=O)c2cccnc2)CC1)N1CCN(c2ccc(Cl)cc2)CC1	-0.7	-1.6	2.6	-2.9	12.8	·	0.3	-3.9	-4.1
O=C1c2ccccc2C(=O)N1CCSc1nc2ccccc2c(=O)n1CCCN1CCOCC1	-5.6	-2.1	1.4	-0.2	-0.6	·	-0.1	-4.5	-2.3
CCOC(=O)C1CCN(S(=O)(=O)c2ccc3c4c(cccc24)C(=O)N3)CC1	-1.1	-0.7	40.9*	-0.8	4.1	0.1	-0.7	-6.4	-1.3
O=C(CN1C(=O)c2ccccc2C1=O)OCCOCCN=C1NS(=O)(=O)c2ccccc21	-2.0	0.1	1.1	-0.2	4.7	-4.0	2.0	0.8	-1.8
COc1ccc(-c2c(-c3cc(OC)cc(OC)c3)n(C)c3ccc(-c4ccc(OC)nc4)cc23)cc1	3.2	-1.2	14.3	-0.6	12.6	-2.2	0.4	-7.2	-3.4
CC(C)N(C(=O)[C@H]1C[C@H](CC(=O)NCC23CC4CC(CC(C4)C2)C3)C(=O)N2CCc3c([nH]c4ccc(Cl)cc34)[C@]12C)C(C)C	·	-1.1	-3.7	0.0	5.2	4.2	-1.5	1.9	-4.4
COc1ccc(C(=O)OCC(=O)NC2CCCCCC2)cc1OC	-0.5	·	1.7	-1.4	2.1	-1.3	-0.4	-6.9	-5.7
O=C(Nc1ccccc1)c1ccccc1C(=O)N1CCCCC1	-1.6	-1.5	0.4	-0.5	-7.7	·	-1.1	-2.0	0.2
COc1ccc(C(=O)Nc2cc(C(F)(F)F)ccc2-n2cnc3ccccc32)cc1	·	-6.1	0.2	-4.9	0.0	1.2	-0.8	-5.2	-11.4
CC(C)NCC(=O)Nc1c2c(nc3ccccc13)CCC2	4.5	?	0.9	1.8	-12.3	-0.7	-0.1	?	-10.1
Clc1ccc(CSc2nnc(-c3ccncc3)s2)cc1	1.7	-3.6	-0.8	-0.7	2.9	-0.3	2.1	5.8	-2.8
Cc1sc2nc(CSC(C)C(=O)Nc3ccc(Cl)cn3)[nH]c(=O)c2c1C (configuration not stated)	2.7	-4.1	-2.9	-4.4	-2.9	-1.8	-1.6	1.2	-13.0
Cc1cc(=O)[nH]c(Nc2c(C)n(C)n(-c3ccccc3)c2=O)n1	-0.9	-0.6	-0.7	-1.0	-1.1	-1.3	-0.1	-0.7	-21.9
CCOc1ccc(C(C)NC(=O)C2CCC2)cc1 (configuration not stated)	0.2	-1.5	1.2	-0.2	-3.4	·	0.0	-2.6	3.0
O=[N+]([O-])c1ccccc1CN1CCN(Cc2ccc3ccccc3c2)CC1	-1.5	-2.1	5.6	-2.6	4.3	-1.8	-0.1	-10.3	0.8
CC(C)c1ccc(NC(=O)CSC(C)c2nc3ccccc3c(=O)[nH]2)cc1 (configuration not stated)	-0.5	-3.4	0.1	-0.6	-1.4	-0.9	-0.3	-3.4	-5.3
COc1ccc(S(=O)(=O)N2CCN(C(=O)c3c(C)nn(-c4ccccc4)c3Cl)CC2)cc1	0.3	0.7	2.6	0.4	3.8	2.5	-1.0	-2.6	-3.2
COc1ccc(C(=O)Nc2ccc3c(c2)CCCN3C(=O)c2cccs2)c(OC)c1	-0.2	-4.3	-3.8	2.3	15.2	-0.1	7.9	-0.6	0.0
Cc1ccc(SCCC(=O)Nc2ccccc2Br)cc1	-0.6	-7.1	0.0	-0.8	-8.5	0.0	3.8	-4.7	-4.6
COc1ccccc1NC(=O)N1CCCC1C(=O)NCc1ccccc1Cl (configuration not stated)	0.7	0.0	0.3	1.1	5.6	-1.6	-0.1	-6.6	?
CN(C)CCN(Cc1cc2cc3c(cc2[nH]c1=O)OCO3)C(=S)NCC1CCCO1 (configuration not stated)	3.5	-0.1	50.3*	-0.6	21.7	·	-0.1	-4.7	-1.0
COc1ccc(C(O)c2nc(-c3cc(F)cc(F)c3)cs2)cc1 (configuration not stated)	·	-3.4	-1.7	-0.3	-2.7	-1.1	·	-3.1	-0.8
CCOc1cccc(-c2c(C(=O)N/N=C(\C)c3cccs3)nnn2-c2nonc2N)c1	-1.5	-6.7	-2.1	0.5	10.9	-1.3	0.7	-0.8	-5.3
Cc1ccc(S(=O)(=O)N2CCCCC2)cc1C(=O)N1C(C)CCCC1C (configuration not stated)	0.5	0.8	-2.1	0.5	-1.6	0.5	-0.4	-5.9	-3.8
Cc1ccc(C(=O)NCC2(c3ccccc3)CCCC2)cc1	-1.5	-2.9	4.8	-0.3	-9.6	2.1	0.1	3.0	2.7
CCN1CCN(c2nc3c(c(=O)[nH]c(=O)n3C)n2CCSc2nc3ccccc3s2)CC1	-0.3	-0.2	3.4	0.2	5.8	0.0	-0.7	3.8	3.4
COCc1c(C(=O)N2CCc3ccccc32)oc2ccccc12	-3.7	-3.2	-7.7	0.3	3.0	4.5	-0.5	-0.1	5.5
O=C1CN(C(=O)c2cccc([N+](=O)[O-])c2)CC(=O)N1	-1.1	-0.6	0.3	-0.9	-3.1	10.0	1.3	0.3	22.2
Clc1ccc(Nc2nc(-c3ccncc3)cs2)cc1	3.1	1.1	-1.2	0.1	15.6	-0.1	-3.3	-4.0	-0.5
COc1ccccc1C(=O)Nc1nnc(S(=O)(=O)N2CCCCCC2)s1	0.0	-2.7	3.6	0.0	-0.5	0.8	1.1	-3.9	-9.0
CC(NC(=O)C(=O)NCc1cccs1)c1ccccc1 (configuration not stated)	-0.4	-1.4	4.2	0.4	-9.2	3.4	-1.4	-17.5	6.7
COc1ccc(C2CC(c3ccccc3)=NN2C(=O)CSc2ncccn2)cc1 (configuration not stated)	-0.5	-2.3	2.8	-0.2	0.4	5.4	0.5	-0.8	-2.7
Cc1[nH]ncc1Nc1ccccc1C(C)C	·	-0.8	-0.5	-0.9	·	2.8	·	-1.0	1.8
CCOC(=O)N1CCN(C(=O)CSc2nnc(COc3ccccc3)o2)CC1	-4.3	-0.5	-0.1	0.4	2.0	0.1	2.3	-7.1	5.8
Cc1nc(Oc2cccc(Cl)c2)c2oc3ccccc3c2n1	1.7	-1.2	-5.4	0.5	5.2	·	-0.3	-2.7	-9.3
CCc1nc2c(OCc3ccc(C#N)cc3)cccn2c1N(C)C(=O)c1cccs1	·	-4.6	-2.0	0.0	9.1	-0.5	·	2.0	0.5
Cc1cc(-c2ccc(C)c(S(=O)(=O)Nc3ccc(S(N)(=O)=O)cc3)c2)on1	2.6	14.4*	1.9	-1.0	-2.3	0.2	-0.4	-2.4	-5.6
